LEDGF integ inh – blocks HIV-1 LEDGF/p75-dependent DNA integration; TR-FRET IN-LEDGF/p75 DNA integration, Eu/Cy5; inhibition, % at 3.7 µM; 0.64% of 370,000 active; AID 743269;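 active = inhibition above the screen-wide mean plus 3 SD, cut at about 13% in these data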;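 note: signal is the Cy5 over europium emission ratio at 671 and 618 nm; 0% = plate median of compound wells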
rCAG binder – molecules binding r(CAG) RNA repeats; r(CAG) RNA repeat, TO-PRO-1 dye displacement fluorescence; AID 651821; 1.3% of 370,000 active; inhibition, % at 3 µM;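 active = inhibition above the plate cutoff, the mean of all test compounds on that plate plus 3 SD, cut at about 35% in these data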;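 note: 0% = DMSO alone and 100% = 100 µM mitoxantrone as full dye displacement; higher means more dye released from RNA so lower well fluorescence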
TDP2 inh – TDP2 (human) inhibition, absorbance primary screen; AID 720702; 0.34% of 370,000 active; recombinant TDP2, T5PNP hydrolysis, p-nitrophenol absorbance 415 nm; inhibition, % at 12.8 µM; O95551;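 active = inhibition above the mean of all tested compounds plus 3 SD, set per campaign, cut at about 25% in these data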;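 note: 0% = DMSO with enzyme and 100% = buffer with substrate but no TDP2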
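Incubation: 2 h at 37 °C; Test system: recombinant human TDP2; Quantity: enzyme 120 nM; Read-out basis: percent inhibition; Medium: 50 mM Tris-HCl pH 7.5 with Mg2+, KCl, DTT, BSA; Repeats: single replicate; Compound: 12.8 µM single point, 1% DMSO; Signal: epi absorbance; Reagent: 5 mM T5PNP chromogenic substrate; Benchmarks: no-enzyme high, DMSO-plus-enzyme low.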
Rev-erbA mod – Rev-erb alpha (human) modulation. P20393. Rev-erbα–FITC-DNA binding, fluorescence polarization, 90 min. activity, % at 10 µM. 0.79% of 370,000 active. AID 1259318;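 active = activity above about 14%, limit read from the data; passing the limit was not always enough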;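 note: 0% = DMSO wells with 35 nM protein and 100% = DMSO wells with 750 nM protein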
PRMT1 inh – inhibitors of human PRMT1; 1.3% of 370,000 active; Q99873; AID 652257; inhibition, % at 2.79 µM; recombinant PRMT1, activity-based probe fluorescence polarization;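 active = inhibition above about 21% made by adding two undisclosed values, limit read from the data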
Target sequence (Q99873 whole entry, looked up): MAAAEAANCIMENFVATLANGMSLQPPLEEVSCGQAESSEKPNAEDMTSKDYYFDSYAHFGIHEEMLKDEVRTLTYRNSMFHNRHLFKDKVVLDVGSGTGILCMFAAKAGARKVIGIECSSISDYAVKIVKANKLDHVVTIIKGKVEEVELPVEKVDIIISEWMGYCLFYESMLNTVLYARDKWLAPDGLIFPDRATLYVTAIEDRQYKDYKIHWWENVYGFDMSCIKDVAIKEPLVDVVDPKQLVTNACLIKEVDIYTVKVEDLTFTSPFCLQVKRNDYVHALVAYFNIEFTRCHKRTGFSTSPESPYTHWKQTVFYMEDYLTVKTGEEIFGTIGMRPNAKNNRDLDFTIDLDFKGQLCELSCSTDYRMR
ABHD4 inh – inhibits mouse alpha/beta hydrolase domain 4. Q8VD66. purified mABHD4, FP-Rh probe fluorescence polarization. inhibition, % at 8.92 µM. 0.54% of 370,000 active. AID 720543;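 active = inhibition exceeding the mean over every tested compound plus 3 SD, cut at about 30% in these data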;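 note: 0% = plate median of compound wells and 100% = S159A mutant with DMSO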
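Test system: mouse ABHD4 enzyme, wild type. Reagent: FP-Rh fluorescent activity-based probe, added after compound pre-incubation. Timing: pre-incubation 45 min, probe exposure 60 min, at 25 °C. Technique: FP readout, ex 525 nm / em 598 nm. Benchmarks: high control S159A mutant with DMSO, low control median of compound wells.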
HTRA1 inhibitor – HTRA1 (human) protease inhibition; recombinant HTRA1, FP-rhodamine activity-based probe, fluorescence polarization; inhibition, % at 5.96 µM; 0.5% of 340,000 active; Q92743; AID 504803; in the data active = inhibition above about 36%;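 note: 0% = enzyme with DMSO and 100% = wells lacking enzyme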
Target sequence (Q92743 whole entry, looked up): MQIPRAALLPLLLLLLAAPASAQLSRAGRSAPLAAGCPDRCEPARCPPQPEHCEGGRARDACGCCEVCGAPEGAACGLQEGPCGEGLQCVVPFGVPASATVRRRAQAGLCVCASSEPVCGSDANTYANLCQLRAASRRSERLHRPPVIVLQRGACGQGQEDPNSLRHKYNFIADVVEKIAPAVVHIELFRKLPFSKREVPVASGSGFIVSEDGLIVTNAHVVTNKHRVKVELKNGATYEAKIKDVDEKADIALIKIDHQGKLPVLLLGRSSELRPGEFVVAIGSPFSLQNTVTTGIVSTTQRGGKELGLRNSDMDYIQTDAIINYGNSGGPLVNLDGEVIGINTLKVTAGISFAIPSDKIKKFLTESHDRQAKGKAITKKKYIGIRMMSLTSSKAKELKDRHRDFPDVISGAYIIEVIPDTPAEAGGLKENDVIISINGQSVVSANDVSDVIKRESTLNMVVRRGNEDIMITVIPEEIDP
PG9 Ab binder – PG9 antibody binding by small molecule; TR-FRET gp120-PG9 antibody binding; inhibition, % at 6.7 µM; 0.43% of 360,000 active; in the data active = inhibition above about 8.5%
SIAE primary – blocks human sialic acid acetylesterase; Q9HAT2; SIAE FP-Rh probe binding, fluorescence polarization; 0.69% of 370,000 active; inhibition, % at 9.66 µM;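 active = inhibition above a cutoff: mean of compounds within the control limits plus 3 SD of those, cut at about 17% in these data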;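 note: 0% = plate median of compound wells and 100% = probe without SIAE protein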
TCR CD3 inh – inhibitors of human TCR-CD3 interaction | 0.37% of 360,000 active | TAMRA-labeled TCR probe fluorescence, biochemical | AID 651800 | inhibition, % at 9.4 µM; in the data active = inhibition above about 19%;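 note: recombinant mutant TCR 2C K166C tagged with TAMRA read by polarization; 0% = receptor in buffer alone and 100% = receptor with positive control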
The depositor's hits bear a star; . = not tested or not shown. These rows are one share of the data; the hit share may differ from the screen's.

Molecule	LEDGF integ inh	rCAG binder	TDP2 inh	Rev-erbA mod	PRMT1 inh	ABHD4 inh	HTRA1 inhibitor	PG9 Ab binder	SIAE primary	TCR CD3 inh
CCN(C(=O)c1cc2c(=O)[nH]c3ccc(C)cc3c2s1)c1ccc(OC)cc1	0	0	6	-6	8	-3	1	-0.9	-5	3
O=C(CN(Cc1ccc2c(c1)OCO2)C(=O)CNS(=O)(=O)c1ccccc1)NCC1CCCO1 (stereo unspecified)	0	-5	4	1	-2	4	-3	1.4	2	5
Cc1cccc(Nc2n[nH]c(=S)s2)c1C	-1	1	5	-6	24*	0	-3	-0.9	9	5
CC1CC(C)(C)CC2(C1)NC(=O)N(CC(=O)OCc1ccc(Br)cc1)C2=O (stereo unspecified)	-2	0	2	4	-1	2	3	-0.5	0	2
COc1cccc(N(CC(=O)N2CCN(C)CC2)S(=O)(=O)c2ccc(C)cc2)c1	0	-5	1	-4	0	4	3	1.1	3	-2
COCc1cc(=O)[nH]c(/N=C(\N)Nc2ccc(C)cc2C)n1	3	-3	4	-4	-3	-2	-4	-0.1	1	-1
Cc1ccc(NC(=O)Cn2c(=O)c3cccn3c3ccccc32)c(C)c1	-2	2	-1	14	3	3	4	0.6	5	3
Cc1cc(C(=O)NC2Cc3ccccc3C2)c(C)o1	3	-1	-4	-1	-6	-2	5	-2.3	-2	6
COc1cccc(C(=O)NCc2ccc3c(c2)OCO3)c1OC	7	-5	-3	4	1	-12	-1	0.1	-2	-8
Cc1ccc(C)c2sc(NC(=O)c3ccc(N4C(=O)CCC4=O)cc3)nc12	-6	2	3	0	-3	1	-3	0.4	0	1
COc1ccc(C2CC(=O)c3cnc(NC(=O)c4ccccc4)nc3C2)c(OC)c1 (stereo unspecified)	-1	-3	-3	7	-2	6	4	1.2	-4	6
CCCCN(C(=O)/C=C/c1ccc(OC)cc1)C1CCS(=O)(=O)C1 (stereo unspecified)	4	-4	-1	-8	1	5	2	-1.7	9	0
S=C(Nc1ccc(Cc2ccncc2)cc1)Nc1cccc(Cl)c1	-3	-1	-7	1	1	2	-1	-1.2	2	-4
COc1ccccc1N1CCN(C(=O)c2cc3c(C)nn(-c4ccccc4)c3s2)CC1	-2	6	5	-21	5	-4	.	.	-3	.
COc1ccc(N2CC(O)=C(c3nc4ccccc4s3)C2=N)cc1	-1	-1	-4	18	-1	8	0	7.7	11	-4
CN(C)c1cccc(-c2ccnc(N3CCC(C(N)=O)CC3)n2)c1	1	.	3	-3	-3	10	.	.	4	.
Cc1cc(C)cc(N2CC(C)(C)C2=O)c1	-3	-4	-3	3	1	3	-7	-1.4	-3	3
CCOC(=O)c1ccc(N2C(=O)CC(C(=O)OC)=C2C)cc1	0	4	5	-5	2	-14	-7	-0.9	-1	7
CC(C)c1nc2sc3c(=O)[nH]cnc3c2c2c1CCC2	3	3	6	6	1	1	2	9.6*	-6	0
O=C(O)C1CCCCC1C(=O)N1CCN(S(=O)(=O)c2ccc(F)cc2)CC1 (stereo unspecified)	-4	-6	-8	3	2	-4	1	1.7	-3	-3
Cn1c(CCC(=O)Nc2cc(S(C)(=O)=O)ccc2Cl)nc2cc(S(=O)(=O)N3CCOCC3)ccc21	7	2	14	1	-1	2	-2	-0.2	0	5
Cc1ccc(C(=O)N2CCCc3ccccc32)c(F)c1F	5	-5	0	-1	-7	-5	-2	-1.9	-3	4
CC(CCc1ccccc1)NC(=O)C(Cc1ccccc1)NC(N)=O (stereo unspecified)	3	-6	-1	-3	-7	4	-6	-2.9	4	3
CC(=O)Oc1cccc(N2C(=O)CC(Nc3ccc(N4CCOCC4)cc3)C2=O)c1 (stereo unspecified)	9	4	0	2	5	9	51*	-5.2	11	1
O=C(COc1ccc2c(-c3ccccc3)cc(=O)oc2c1)Nc1cccnc1	0	0	15	-18	-3	5	4	-0.6	-5	6
O=C(NCCN1CCC(Cc2ccccc2)CC1)C1CCCN(S(=O)(=O)c2ccc(Cl)s2)C1 (stereo unspecified)	4	2	-5	3	-10	14	.	.	4	.
CCS(=O)(=O)NCc1ccc2c(c1)cc(C)n2C	3	11	8	6	0	-2	22	-0.8	-5	13
CCCc1cc(C(=O)NCCc2ccc(OC)c(OC)c2)no1	6	2	-7	-3	-9	0	6	0.4	-6	5
CCOC(=O)C1CCN(C(=O)COc2ccc(N(C)S(=O)(=O)c3ccc(OCC)cc3)cc2)CC1	8	-2	-13	4	-4	-16	-1	0.6	-5	-11
COC(=O)Nc1ccc(C)c2nsnc12	0	0	-11	-4	-4	2	2	-3.3	3	3
O=C(NCCCCc1ccccc1)C1CC(c2cccc([N+](=O)[O-])c2)=NO1 (stereo unspecified)	1	-8	8	2	-2	-1	-9	1.1	5	2
COc1ccc(S(=O)(=O)N2CCC(Cc3ccccc3)CC2)cc1C(N)=O	-3	-3	-16	2	11	-14	4	0.7	-6	-14
CN(Cc1ccc2c(c1)CCCN2C)C(=O)[C@H]1O[C@@H](n2ccc(=O)[nH]c2=O)[C@H](O)[C@@H]1O	-3	-2	0	-6	52*	7	.	-2.8	7	1
Nc1ccccc1N=c1ssnc1Cl	-3	5	-2	-2	69*	1	-5	0.8	4	-2
CCCNc1c(F)c(F)c2c(C)c3ccccc3nc2c1F	10	26	6	-10	14	51*	51*	-1.6	15	7
O=[N+]([O-])c1nn(-c2ccc(Cl)cc2)n(O)c1=NCc1ccccc1Cl	-2	1	3	-4	3	1	0	-0.5	2	6
COc1ccccc1NC(=O)C[n+]1ccccc1C	0	0	8	-3	-3	3	1	-1.4	2	2
CCC(C)c1ccc(N(CC(=O)NC(C)(C)C)C(=O)CNC(=O)c2cccs2)cc1 (stereo unspecified)	4	-10	-4	5	0	-8	-15	-1.2	3	3
CC(C)C(NC(=O)C1CCCCC1)C(=O)NC1=NCCS1 (stereo unspecified)	1	-3	6	4	4	4	5	0.0	8	-4
COc1ccc(/C=N/Nc2nnc(Cc3ccccc3)c(=O)[nH]2)cc1OC	-3	10	-17	0	-3	-2	-2	-0.9	7	6
CC(Cl)C(=O)NC(=O)NC12CC3CC(CC(C3)C1)C2 (stereo unspecified)	0	-6	-10	-10	-2	5	-5	0.2	1	3
COC(=O)[C@@H](NC(=O)Nc1cccc(OC)c1)C(C)C	-1	1	-3	-3	-1	4	3	0.0	-6	-3
COCC(C)NS(=O)(=O)c1ccc(C(=O)NC(Cc2ccccc2)c2ccccc2)cc1 (stereo unspecified)	0	30	17	-1	2	-3	-17	-0.5	-5	3
Cc1cccc(N2CCN(C(=O)CCC(=O)N3CC(C)Oc4ccccc43)CC2)c1C (stereo unspecified)	3	-1	-4	1	-3	-1	-2	-0.1	-5	20*
C=CCNC(=O)c1oc2ccc(S(=O)(=O)N3CCC4(CC3)OCCO4)cc2c1C	-3	2	-2	-2	0	7	3	-0.2	0	3
Cc1ccc(NC(=O)CN2CCc3ccccc3C2)cc1S(=O)(=O)N(C)C	-2	2	-3	3	5	8	-3	0.0	-11	1
COc1ccccc1NS(=O)(=O)c1cc2c(cc1C)NC(=O)CO2	2	2	4	-6	2	3	-3	-0.5	2	-2
C=CCNCC(=O)NN=C(c1ccccc1)c1ccccc1	-5	-14	4	0	1	-2	-4	0.8	0	-8
O=C(CN1CCN(S(=O)(=O)c2cc(C(F)(F)F)ccc2Cl)CC1)N1CCc2ccccc2C1	2	-1	-7	5	-5	2	-8	0.6	0	4
Cc1ccc2nc(SCC(=O)NC3CCS(=O)(=O)C3)[nH]c2c1 (stereo unspecified)	3	0	-8	-1	-4	-2	0	-2.1	-3	-9
CC(C)c1ccc(NC(=O)CSc2nc(-c3ccccc3F)nc3nc[nH]c23)cc1	1	7	-5	34*	-1	-7	-15	-2.2	-14	1
CSC(=Nc1ccccc1)N=C(SCc1ccccc1)N(C)C	1	-1	-3	-1	7	8	-1	2.3	5	-8
CCOC(=O)C1CCN(CC(=O)Nc2c(C(=O)OC)[nH]c3ccccc23)CC1	-1	-8	1	4	-1	7	.	0.6	5	0
O=C(Nc1ccccc1N1CCN(C(=O)c2ccc(Cl)cc2)CC1)c1ccc2c(c1)OCO2	-3	2	2	-2	2	1	-34	0.3	-6	-5
CC(C)OCCCNc1ncnc2c1[nH]c1ccc(F)cc12	-1	3	2	-4	-1	-4	3	-0.1	1	8
CCOc1ccc(NC(=O)Nc2cc(C)ccc2OC)cc1	2	1	0	-1	-3	2	-22	-2.7	-3	-4
CN1CCN(C(=O)c2cnc(Cc3c[nH]c4ccccc34)c(I)c2)CC1	2	0	4	-3	7	2	.	-1.9	10	3
COc1ccc(C2CC(=O)C3=C(C2)NC(C)=C(C#N)C3c2ccc(N(C)C)cc2)cc1 (stereo unspecified)	-4	13	2	7	4	7	5	-0.4	1	-2
CCCCC(C(=O)NC(C)(C)C)N(Cc1ccccc1)C(=O)c1snc(C(N)=O)c1N (stereo unspecified)	-1	-8	-1	0	1	-4	-8	-0.6	8	6
CCC(Sc1nc2ccsc2c(=O)n1CCC(=O)O)C(=O)Nc1ccc(Cl)cc1 (stereo unspecified)	-4	19	7	-4	-1	7	-7	-0.6	-5	-3

Some of these compounds in order of molecular weight, lowest first.
Molecule	LEDGF integ inh	rCAG binder	TDP2 inh	Rev-erbA mod	PRMT1 inh	ABHD4 inh	HTRA1 inhibitor	PG9 Ab binder	SIAE primary	TCR CD3 inh
CC(C)c1ccc(NC(=O)CSc2nc(-c3ccccc3F)nc3nc[nH]c23)cc1	1	7	-5	34*	-1	-7	-15	-2.2	-14	1
CCC(Sc1nc2ccsc2c(=O)n1CCC(=O)O)C(=O)Nc1ccc(Cl)cc1 (stereo unspecified)	-4	19	7	-4	-1	7	-7	-0.6	-5	-3
CN1CCN(C(=O)c2cnc(Cc3c[nH]c4ccccc34)c(I)c2)CC1	2	0	4	-3	7	2	.	-1.9	10	3

The listing continues.
Molecule	LEDGF integ inh	rCAG binder	TDP2 inh	Rev-erbA mod	PRMT1 inh	ABHD4 inh	HTRA1 inhibitor	PG9 Ab binder	SIAE primary	TCR CD3 inh
CCOc1ccc(CNc2ccc3c(c2)ncn3C(C)(C)C)cc1	2	-9	9	-3	1	0	4	-2.4	22*	9
Cc1ccc2c(c1)N(CCCC(=O)NCc1ccc3c(c1)OCO3)C(=O)CO2	-1	7	-2	-5	-1	-1	1	1.3	-1	-7
CCOC(=O)C1=C(C)N=C2SCCC(=O)N2[C@@H]1/C=C/c1ccccc1	2	8	5	3	-1	-2	-23	2.3	0	-1
COC(=O)C1=COC(C)C2CN3CCc4c([nH]c5ccccc45)C3CC12 (stereo unspecified)	2	-50	-1	1	10	7	14	-5.8	12	12
Cc1ccc(C(=O)Nc2nc(-c3ccco3)c(-c3ccco3)s2)o1	85*	73*	12	-30	38*	36*	5	-11	41*	31*
